BAZ2B inh: inhibitors of human BAZ2B bromodomain | Q9UIF8 | AlphaScreen BAZ2B-H3K14Ac peptide displacement | Potency, µM (titrated, usually from 114 µM), inactives show top-dose activity change, negative = inhibition, most hits filed as inhibitors | hit rate 4.4% among 360,000 | AID 504333; note: % is set by controls: 0 for no effect and ±100 for the full control effect; nearly all actives have a fitted effect of over 60% in size
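Complex of BAZ2B and biotin-H3K14Ac (50 nM apiece) forms over 30 min at RT, then faces library compounds up to 110 uM for another 30 min; AlphaScreen beads added, 20 min dark incubation, luminescence read.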
POLI inh: inhibitors of human DNA polymerase iota | Q9UNA4 | Pol iota fluorescent replication assay, 10 min | Potency, µM (titrated, usually from 115 µM), for inactives: at the highest dose activity, negative = inhibition, usual class: inhibitors | hit rate 1% among 390,000 | AID 588590
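Pol iota at 10 nM preincubated 15 min with compounds at room temperature; reaction started with fluorescent substrate, 50 nM final. Fluorescence read kinetically at 0 and 10 min; buffer-only wells as negative control.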
G9a inh: blocks human histone lysine methyltransferase G9a; Q96KQ7; Potency, µM (highest dose often 102 µM), inactives show at the top dose activity, negative = inhibition, usual class: inhibitors; AID 504332; G9a H3K9 monomethylation, AlphaScreen, 2 h; hit rate 8.8% among 350,000; note: % is set by controls: 0 for no effect and ±100 for the full control effect; nearly all actives have a fitted effect of over 75% in size
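Step 1: enzyme (final 20 nM) with compound, 15 min RT. Step 2: substrate peptide 500 nM and SAM 20 uM, 2 h RT. Step 3: anti-H3K9me1 antibody and AlphaScreen beads, 10 min, then plate read.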
POLH inh: inhibitors of human DNA polymerase eta; AID 588591; Potency, µM (top dose mostly 114 µM), for inactives: at the top dose activity change, negative = inhibition, actives largely listed as inhibitors; hit rate 1.2% among 390,000; Q9Y253; recombinant Pol eta, fluorescent DNA replication assay; note: % is set by controls: 0 for no effect and ±100 for the full control effect
Target sequence (Q9Y253 whole entry, looked up): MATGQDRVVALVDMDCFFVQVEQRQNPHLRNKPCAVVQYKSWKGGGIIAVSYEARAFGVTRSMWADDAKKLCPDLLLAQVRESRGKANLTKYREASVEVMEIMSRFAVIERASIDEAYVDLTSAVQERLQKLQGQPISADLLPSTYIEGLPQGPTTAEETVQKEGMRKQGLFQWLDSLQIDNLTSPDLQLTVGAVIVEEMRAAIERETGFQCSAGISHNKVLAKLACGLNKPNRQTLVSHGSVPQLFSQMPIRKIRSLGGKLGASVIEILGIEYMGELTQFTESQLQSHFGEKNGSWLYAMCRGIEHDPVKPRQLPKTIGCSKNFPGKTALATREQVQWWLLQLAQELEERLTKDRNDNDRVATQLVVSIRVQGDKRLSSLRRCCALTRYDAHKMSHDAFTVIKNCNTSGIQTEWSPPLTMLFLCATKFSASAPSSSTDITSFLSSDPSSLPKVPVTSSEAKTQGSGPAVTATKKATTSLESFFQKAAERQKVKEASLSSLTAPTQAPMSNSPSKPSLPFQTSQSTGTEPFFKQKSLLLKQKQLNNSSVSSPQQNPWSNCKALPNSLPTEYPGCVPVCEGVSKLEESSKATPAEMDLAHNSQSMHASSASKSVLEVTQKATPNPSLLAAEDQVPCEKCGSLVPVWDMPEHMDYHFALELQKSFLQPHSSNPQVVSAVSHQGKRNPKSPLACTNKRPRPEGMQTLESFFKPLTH
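Fluorescent replication assay: 50 nM final substrate added after a 15 min room-temperature compound preincubation with 10 nM enzyme. Signal taken at 0 min and again at 10 min.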
Anesthetic bind: binds horse apoferritin like a general anesthetic. hit rate 0.074% among 350,000. P02791. Potency, µM (doses to about 77.5 µM), without a hit: top-dose activity change, negative = displacement, actives largely listed as inhibitors. apoferritin/1-aminoanthracene competitive binding, fluorescence; note: % is set by controls: 0 for no effect and ±100 for the full control effect; nearly all actives have a fitted effect of over 20% in size
Target sequence (P02791 2-175 limits assumed): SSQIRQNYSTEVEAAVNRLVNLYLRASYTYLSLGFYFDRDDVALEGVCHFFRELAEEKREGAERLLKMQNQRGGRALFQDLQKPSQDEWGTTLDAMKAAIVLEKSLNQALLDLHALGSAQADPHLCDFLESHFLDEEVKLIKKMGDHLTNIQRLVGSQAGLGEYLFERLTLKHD
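Concentration-response curves derived by four-parameter Hill fitting of normalized fluorescence, where compounds displaced 1-AMA from 10 uM horse apoferritin following a brief 10 min room-temperature incubation; propofol titration acted as positive control.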
POLK inh: inhibitors of human DNA polymerase kappa. Q9UBT6. purified Pol kappa, fluorescent DNA synthesis assay, 10 min. Potency, µM (highest dose often 107 µM), inactives show at the highest dose activity, negative = inhibition, usual class: inhibitors. hit rate 0.53% among 400,000; note: % is set by controls: 0 for no effect and ±100 for the full control effect
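Enzyme at 10 nM met test compounds for 15 min at room temperature. Substrate addition (50 nM final) began the reaction, which was monitored by fluorescence at 0 and 10 min.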
APE1 inh: blocks human APE1 abasic DNA cleavage; P27695; recombinant APE1, TAMRA/BHQ-2 abasic DNA cleavage fluorescence; Potency, µM (titrated, usually from 65.8 µM), inactives show at the highest dose activity change, negative = inhibition, hits mostly inhibitors; hit rate 0.35% among 350,000;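 note: plate controls were vehicle for no effect and reference inhibitor for full effect; nearly all actives have a fitted effect of over 55% in size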
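Incision of a quenched TAMRA/BHQ-2 THF abasic-site duplex (50 nM) by 0.75 nM APE1, after 15 min compound preincubation, measured as fluorescence increase over three 60 s reads. Values normalized to buffer, DMSO and NSC13755 control wells.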
POLB inh: blocks human DNA polymerase beta activity; AID 485314; Potency, µM (series often up to 114 µM), without a hit: at the highest dose activity change, negative = inhibition, usual class: inhibitors; P06746; hit rate 1.3% among 340,000; Pol beta primer extension/strand displacement, fluorescence kinetic; note: % is set by controls: 0 for no effect and ±100 for the full control effect
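Kinetic readout of DNA synthesis with strand displacement by Pol beta. Compound and 10 nM enzyme sit 15 min at room temperature; 50 nM substrate starts the reaction, read immediately and at 10 min.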
BLM inh: blocks DNA unwinding by human BLM helicase; recombinant BLM DNA unwinding, fluorescence dequenching; Potency, µM (series often up to 56.1 µM), without a hit: at the top dose activity change, negative = inhibition, actives largely listed as inhibitors; hit rate 0.2% among 350,000; AID 2528;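 note: plate controls were vehicle for no effect and no enzyme for full effect; nearly all actives have a fitted effect of over 35% in size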
* hit, by the source's call; ? = inconclusive; . = not tested or not shown; & = joins results of further samples; [ ] = remark or other dose. Calls come from the whole dose curve; as a rule, active = well fitted curve in the direction sought with a large enough effect; inconclusive = small, poorly fitted or top-dose-only effect, or another doubt; inactive = no such curve, though single readings can be large; an effect the other way counts as inactive or inconclusive. Potency is the fitted concentration of half-maximal effect. The list is partial (hit frequency here may not be typical).

canonical_smiles	Anesthetic bind	BLM inh	POLB inh	POLH inh	BAZ2B inh	APE1 inh	POLI inh	POLK inh	G9a inh
CC(NC(=O)CN(C)CC(=O)Nc1ccccc1Br)c1ccccc1 (configuration not stated)	.	.	.	-13%	32µM*	13%	26%	2%	-121%[12.7 µM]
CCc1ccnc(NC(=O)NS(=O)(=O)c2ccc(C)cc2)c1	-10%	-6%	34%	-6%	-10%	-1%	57%[activator]	-1%	.
O=C1CC(=O)Nc2cc(S(=O)(=O)N3CCN(c4ccc([N+](=O)[O-])cc4)CC3)ccc2N1	-19%	-5%	-36%	?	50µM*	-45%	-12%	5%	13µM*
COc1ccc(OCCC(=O)OCC(=O)NC2CCCCC2)cc1	.	.	.	-19%	.	24%	91%[activator]	-9%	.
O=C(NNC(=O)c1csc(N2CCOCC2)n1)c1ccc(=O)[nH]c1	.	.	.	-5%	?	2%	3%	-15%	?
CCOC(=O)c1cc2sccc2n1CC(=O)Nc1ccc(OC)cc1OC	-4%	-4%	2%	-4%	-7%	-8%	3%	-4%[60.1 µM]	13µM*
CCOC(=O)C1(Cc2ccccc2Cl)CCN(C(=O)c2cc(C)on2)CC1	-3%	-2%	-4%	-3%	?	-20%	13%	-15%	17%
O=C(c1ccc(C(F)(F)F)cc1)N1CCC(=O)N(C(COCc2ccc(C(F)(F)F)cc2)Cc2ccccc2)CC1 (configuration not stated)	?	-17%	-11%	-15%	?	?	21%	0%	45µM*
C/C(=N\NC(=O)Cc1cccn1C)c1cccs1	-11%	3%	7%	1%	-36%	-1%	10%	-11%	-12%[59 µM]
O=C(OCC(=O)N1CCc2ccccc2C1)c1cccc([N+](=O)[O-])c1	-9%	-10%	10%	-4%	-31%	1%	?	-3%	-3%[59 µM]
O=C(OCC(=O)N1CCN(c2ccccc2)CC1)c1cc(Br)ccc1Cl	.	.	.	-26%	8%	-12%	10%	-7%	23%[2.33 µM]
O=C(CN1CCN(c2cccc(Cl)c2)CC1)Nc1nccs1	-23%	-16%	1%	-16%	?	-8%	-16%	11%[60.1 µM]	40µM*
CSc1nnc(N2C(=O)C(O)=C(C(=O)c3ccco3)C2c2ccc(F)cc2)s1 (configuration not stated)	-15%	-4%	17%	6%	?	15%	?	-6%	22µM*
CCCOc1cccc(C2c3c(oc4ccc(F)cc4c3=O)C(=O)N2c2nc(C)c(C(C)=O)s2)c1 (configuration not stated)	3%	-3%	41%	-13%	-4%	.	-9%	-24%	-4%[59 µM]
N#Cc1c(N)oc(-c2cccs2)c1-c1cccs1	2%	-5%	?	?	-11%	-1%	?	-12%	13µM*
CC(=O)c1ccc(C(=O)N(CCCN(C)C)c2nc3c(C)c(C)ccc3s2)cc1	?	25%	-5%	-13%	?	.	-3%	-7%	-38%[59 µM]
O=C(CCCn1c(=O)c2cccn2c2ccccc21)NCCc1ccc(Cl)cc1	-19%	-6%	-12%	-20%	?	.	44%[activator]	-11%	?
O=C(c1cccs1)N1CCN(c2cccc(Cl)c2)CC1	-19%	-4%	10%	2%	-2%	-5%	11%	-7%	32%
Cc1cc(C)cc(C(=O)NCC(=O)OCC(=O)Nc2cccnc2Cl)c1	-8%	-1%	-8%	9%	3%	2%	102%[activator]	-7%	5%
O=C(O)[C@@H]1CCCN1C(=O)CCc1c[nH]c2ccccc12	-4%	-5%	?	-18%	5%	24%	35%[activator]	0%	-6%

BAZ2B inh: what is marked active above
Structure,BLM inh,POLB inh,POLH inh,BAZ2B inh,POLI inh,POLK inh,G9a inh
CC(NC(=O)CN(C)CC(=O)Nc1ccccc1Br)c1ccccc1 (configuration not stated),.,.,-13%,32µM*,26%,2%,-121%[12.7 µM]
O=C1CC(=O)Nc2cc(S(=O)(=O)N3CCN(c4ccc([N+](=O)[O-])cc4)CC3)ccc2N1,-5%,-36%,?,50µM*,-12%,5%,13µM*

(continued)
canonical_smiles	Anesthetic bind	BLM inh	POLB inh	POLH inh	BAZ2B inh	APE1 inh	POLI inh	POLK inh	G9a inh
Cc1c(C(=O)NC2CC(=O)N(c3ccc4c(c3)OCCO4)C2)cccc1[N+](=O)[O-] (configuration not stated)	.	.	.	-5%	6%	10%	40%[activator]	-10%	1%
COCCNC(=O)C(=O)c1cc(C)n(-c2ccc([N+](=O)[O-])cc2)c1C	-10%	1%	2%	-15%	-30%	-3%	45%[activator]	0%	-11%[59 µM]
Cc1ccc(S(=O)(=O)N2[C@@H](c3ccccc3F)C(C(=O)O)=CC[C@H]2c2ccc3c(c2)OCO3)cc1	.	.	.	-20%	2%	3%	17%	-22%	5%[2.33 µM]
Cc1ccc(C(=O)Nc2cccc(O)c2)cc1S(=O)(=O)N1CCCCCC1	0%&-3%	-3%&-2%	-13%&23%	?	-28%&-11%	70%	-22%&12%	-4%&-2%	1%
Cc1cc(NS(=O)(=O)c2ccc(-c3ccccc3)cc2)no1	-3%	0%	12%	5%	-1%	9%	-6%	-20%	?
O=C(NC1=NCCS1)C1CCCCC1	-10%	-2%	1%	-22%	-22%	2%	213%[activator]	-2%	-1%
CC(NC(=O)CCNS(=O)(=O)c1cccc2nonc12)c1ccccc1 (configuration not stated)	-6%	-2%	-19%	-3%	-30%	34%	4%	-18%	?
COC(=O)c1sccc1NC(=O)c1cccnc1	-18%	-8%	14%	10%	3%	5%	7%	-16%	1%[59 µM]
COCc1cc(=O)n2[nH]c(C)c(-c3ccccc3)c2n1	-8%	-2%	-5%	-2%	10%	5%	38%[activator]	-3%	.
CCOC(=O)C1CCN(C2=NC(=O)/C(=C/c3ccc(O)cc3)S2)CC1	-13%	-3%	22%	-17%	-21%	16%	35%[activator]	8%	40µM*
CC(=O)Nc1ccc(S(=O)(=O)NC2CC(=O)N(c3ccc4c(c3)OCCO4)C2)cc1 (configuration not stated)	.	.	.	-2%	-5%	-15%	51%[activator]	2%	7%
Cc1cccc(C(=O)O/N=C2\CCSc3ccc(C)cc32)c1	-9%	-5%	-4%	-7%	57%[activator]	1%	17%	2%	24%[59 µM]
CN(C)CCCN(C(=O)COc1ccccc1)c1nc2c(Cl)cccc2s1	-18%	22%	-2%	?	?	-2%	42%[activator]	-13%	32µM*
COc1ccc(COc2cc(-c3cccc(OC)c3)nc3ccc(NC(=O)C(C)C)cc23)cc1	-5%	-8%	4%	-4%	-8%	16%	9%	6%	-24%
CC(C)(C)c1cc(N2CCOCC2)n2ncc(-c3ccccc3)c2n1	14%	-4%	7%	-12%	?	13%	2%	21%	45%[activator]
CC(=O)c1ccc(NC(=O)/C(=C\c2ccc(F)cc2)NC(=O)c2ccco2)cc1	-3%	-7%	12%	-5%	1%	6%	56%[activator]	-10%	6%
COc1ccc(N2C(=O)c3ccccc3NC23CCCC3)cc1	0%	-3%	-2%	8%	-23%	-1%	38%[activator]	0%	?
COc1cc(-c2nc(-c3ccc(Br)o3)no2)cc(OC)c1OC	-7%	-2%	14%	-5%	8%	-3%	-12%	-5%	-9%
Nc1cc(-c2ccc(OC(F)(F)F)cc2)nn1-c1ccc(Cl)c(Cl)c1	2%	-24%	-2%	-28%	?	-1%	-23%[58.9 µM]	-10%	?
CN(C)c1nn(C(=O)Nc2cccc(C(F)(F)F)c2)cc1-c1ccccc1	-19%	-8%	11%	-27%	-5%	0%	2%	-6%	15%[59 µM]

Part of the list above in order of formula weight, rising.
canonical_smiles	Anesthetic bind	BLM inh	POLB inh	POLH inh	BAZ2B inh	APE1 inh	POLI inh	POLK inh	G9a inh
O=C(NC1=NCCS1)C1CCCCC1	-10%	-2%	1%	-22%	-22%	2%	213%[activator]	-2%	-1%
COCc1cc(=O)n2[nH]c(C)c(-c3ccccc3)c2n1	-8%	-2%	-5%	-2%	10%	5%	38%[activator]	-3%	.
CC(=O)c1ccc(NC(=O)/C(=C\c2ccc(F)cc2)NC(=O)c2ccco2)cc1	-3%	-7%	12%	-5%	1%	6%	56%[activator]	-10%	6%

Later entries.
canonical_smiles	Anesthetic bind	BLM inh	POLB inh	POLH inh	BAZ2B inh	APE1 inh	POLI inh	POLK inh	G9a inh
O=C(Nc1ccc2oc(-c3cccc4ccccc34)nc2c1)c1ncn[nH]1	2%	-9%	?	20%	-10%	20%	19%	-7%	-26%[59 µM]
Cc1sc(-c2ccncc2)nc1OC(=O)c1cc(Cl)cc(Cl)c1	-6%	-8%	-2%	2%	-5%	1%	-3%	-20%	-4%[59 µM]
O=C(Nc1ccc(Br)cc1F)C1CCCO1 (configuration not stated)	-3%	3%	-17%	-8%	2%	11%	26%	-15%	15%[59 µM]
COc1ccc(C(=O)NC(NC(=S)Nc2ccc(S(N)(=O)=O)cc2)C(Cl)(Cl)Cl)cc1 (configuration not stated)	-22%	-17%	-24%	-6%	?	-6%	7%	-17%	?
O=C(O)CCNS(=O)(=O)c1cccc2nsnc12	.	.	.	-4%	-4%	57%[activator]	34%[activator]	7%	4%[2.33 µM]
CC(C)OC(=O)c1ccc(COC(=O)CNC(=O)c2ccco2)cc1	2%	0%	-7%	-20%	1%	93%[activator]	39%[activator]	2%	-1%
COc1ccc(NC(=O)CN(C)C(=O)Cn2c(=O)oc3ccccc32)cc1	.	.	.	-1%	-1%	-4%	48%[activator]	-16%	-33%
C/C(=N\Nc1cccc2cccnc12)c1ccccn1	-6%	-4%	-2%	2%	?	-2%	86%[activator]	-1%	14µM*
COc1ccc([N+](=O)[O-])cc1N(CC(O)CN(C)C)S(=O)(=O)c1ccc(C)cc1 (configuration not stated)	-15%	0%	20%	-9%	-13%	6%	-18%	-7%	-1%
O=C(COC(=O)COc1ccccc1)Nc1ccc(Br)cc1F	.	.	.	-1%	.	34%[activator]	81%[activator]	-9%	.
COc1cccc(C2CC(c3ccc(Cl)cc3)n3nc(N)nc3N2)c1 (configuration not stated)	-5%	0%	6%	-17%	8%	-1%	-24%	-3%	-5%
CCc1ccc(NCc2cc3cc4c(cc3n(CC(=O)Nc3ccc(Cl)cc3)c2=O)OCO4)cc1	-6%	0%	0%	-9%	-3%	.	9%	0%	?
